Screening results from PubChem BioAssay.
SK-BR-3 tox 24h – SK-BR-3 proliferation inhibitors | SK-BR-3 viability, CellTiter-Glo ATP luminescence, 24 h; hits give low values | viability, % at 10 µM | 41,000 compounds, 0.47% hits | AID 847;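 active means viability at or below the median of all test compounds minus 3 SD, in both replicates if run twice, cut at about 45% in these data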;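 further: 100% = median untreated cell wells and 0% = median positive control drug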
Starred values were filed as active, the others as inactive; & = joins results of further samples. This is a subset, so the mix of outcomes need not match the whole.

SMILES | SK-BR-3 tox 24h
CC(=O)CCCCn1c(=O)c2c(ncn2C)n(C)c1=O | 88.6
O=C(O)c1cccnc1Nc1cccc(C(F)(F)F)c1 | 81.0
CCn1cc(C(=O)O)c(=O)c2cnc(N3CCNCC3)nc21 | 115.2
CCCCCC(=O)O[C@]1(C(C)=O)CC[C@H]2[C@@H]3CCC4=CC(=O)CC[C@]4(C)[C@H]3CC[C@@]21C | 92.9
CN(C)CCCC1(c2ccc(F)cc2)OCc2cc(C#N)ccc21 (centres undefined) | 84.8
C1COC(NC(C2CC2)C2CC2)=N1 | 96.7
Cc1ccc(N(CC2=NCCN2)c2cccc(O)c2)cc1 | 91.7&84.8&82.5
CNCCCN1c2ccccc2CCc2ccccc21 | 76.1&84.4
CC1Cc2ccccc2N1NC(=O)c1ccc(Cl)c(S(N)(=O)=O)c1 (centres undefined) | 108.6
CCC(NC(C)C)C(O)c1ccc(O)c2[nH]c(=O)ccc12 (centres undefined) | 103.4
CN1CCCN=C1COC(=O)C(O)(c1ccccc1)C1CCCCC1 (centres undefined) | 95.0
COc1ccc(C2CNC(=O)C2)cc1OC1CCCC1 (centres undefined) | 91.5
